HepG2 tox: qHTS for Inhibitors of TGF-b: Cytotox Counterscreen; HepG2 CAGA-GFP viability, ATP luminescence, 18 h; AID 588856, 2011; 0.76% of 410,000 active; Potency, µM (doses to about 46.1 µM), for the others: at the top dose activity change, negative = cytotoxicity, actives largely listed as cytotoxic; note: potency is the fitted concentration of half-maximal effect; some results filed as inactive show a strong effect at the top dose
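HepG2 CAGA-GFP cells (1000/well, DMEM with 1% FBS) received compound, then TGF-beta at 500 pg/mL final, and were incubated 18 hours at 37 degrees C. Viability was read by CellTiter-Glo luminescence. Media-only wells were set as complete cell-killing and DMSO as no toxicity.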
SW480 rereplic: A quantitative high throughput screen for small molecules that induce DNA re-replication in SW480 colon adenocarcinoma cells | SW480 DNA re-replication, Hoechst DNA content imaging, 48 h | Potency, µM (highest dose often 46.1 µM), for the others: at the top dose re-replication activation, most hits filed as activators | 1.8% of 340,000 active; note: potency is the fitted concentration of half-maximal effect; % of control where 0% means no effect; nearly all actives have a fitted effect of over 55% in size
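250 cells/well; 23 nL cpd via pin tool; 48 hr, 37 C, 5% CO2; Hoechst 40 min; imager read of total nuclear intensity, ex 405/em 500-530 nm.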
ATXN2 expr inh: Primary qHTS for Inhibitors of ATXN expression; HEK-293 ATXN2-luciferase reporter, luminescence, 24 h; Potency, µM (highest dose often 57 µM), for inactives: top-dose activity change, negative = inhibition, usual class: inhibitors; 0.72% of 360,000 active; AID 1745845, 2022; note: potency is the fitted concentration of half-maximal effect; % is set by controls: 0 for no effect and ±100 for the full control effect; nearly all actives have a fitted effect of over 55% in size
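qHTS (up to 57 uM final) was run with 24 h compound exposure of reporter cells at 37 °C. Each well was multiplexed: SteadyGlo luminescence measured ATXN2-luciferase expression after a fluorogenic Gly-Phe-AFC viability readout (25 uM final).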
ATXN viability: Viability Counterscreen for Primary qHTS for Inhibitors of ATXN expression; S2 cells (HEK-293 line with an ATXN2-luciferase reporter) viability, CellTiter-Fluor protease fluorescence, 24 h; Potency, µM (doses to about 56.7 µM), usual class: cytotoxic; 0.49% of 400,000 active; note: potency is the fitted concentration of half-maximal effect; nearly all actives have a fitted effect of over 40% in size
MCF10A rereplic: A quantitative high throughput screen for small molecules that induce DNA re-replication in MCF 10a normal breast cells; MCF 10A DNA re-replication, Hoechst nuclear intensity, 48 h; Potency, µM (titrated, usually from 46.1 µM), for the others: at the highest dose activity, positive = re-replication, actives largely listed as activators; 2.9% of 350,000 active; note: potency is the fitted concentration of half-maximal effect; % of control where 0% means no effect; nearly all actives have a fitted effect of over 50% in size
IL-1B inflam inh: qHTS for Inhibitors of Inflammasome Signaling: IL-1-beta AlphaLISA Primary Screen. THP-1 LPS/ATP IL-1B secretion, AlphaLISA, 16 h; active compounds read low. activity change, % at 57.5 µM. 4.7% of 360,000 active. AID 743279, 2014; in the data active = activity change below about -50%; inconclusive = mostly about -30% to -49%; note: % is set by controls: 0 for no effect and ±100 for the full control effect
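THP-1 cells pretreated 1 hr with compounds (up to 57.5 uM final), then stimulated with LPS (250 ng/mL final) plus ATP (1.25 mM final); secreted IL-1B measured by AlphaLISA after 16 hr, decreased signal indicating inhibition.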
KB-3-1 tox: qHTS assay for MDR1-selective chemotherapeutics: Primary screen using the parental adenocarcinoma cell KB-3-1. AID 1347075, 2019. KB-3-1 viability, CellTiter-Glo ATP luminescence, 72 h. 1.4% of 400,000 active. Potency, µM (series often up to 46.1 µM), for inactives: at the highest dose activity change, negative = cytotoxic, actives largely listed as cytotoxic; note: potency is the fitted concentration of half-maximal effect; % is set by controls: 0 for no effect and ±100 for the full control effect; nearly all actives have a fitted effect of over 60% in size
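Parental KB-3-1 adenocarcinoma cells in phenol-red-free DMEM with 10% FBS were pin-treated with compounds at several concentrations, incubated 72 h at 37 °C, and viability read by CellTiter-Glo luminescence; concentration-effect curves were fitted after normalization.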
HT1080-NT tox: qHTS for induction of synthetic lethality in tumor cells producing 2HG: qHTS for the HT-1080-NT fibrosarcoma cell line. HT-1080-NT fibrosarcoma viability, CellTiter-Glo ATP luminescence, 48 h. Potency, µM (titrated, usually from 46.1 µM), for inactives: at the highest dose activity, negative = less viability, actives largely listed as cytotoxic. 1.6% of 360,000 active. AID 686970, 2013;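 note: NT is the 2HG producing partner of a matched IDH1 knockdown line; potency is the fitted concentration of half-maximal effect; 0% = DMSO-treated cells and -100% = media-only wells without cells; nearly all actives have a fitted effect of over 55% in size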
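Compounds were tested in concentration-response format on HT-1080-NT cells for 48 hours at 37 degrees C. Cell viability came from CellTiter-Glo luminescence; curves were classified by r2, response magnitude and activity.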
HT1080 IDH1KD tx: qHTS for induction of synthetic lethality in tumor cells producing 2HG: qHTS for the HT-1080-IDH1KD cell line. AID 686971, 2013. Potency, µM (highest dose often 46.1 µM), for inactives: at the highest dose activity, negative = toxicity, usual class: cytotoxic. 2% of 360,000 active. HT-1080 IDH1 knockdown viability, ATP luminescence, 48 h;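 note: potency is the fitted concentration of half-maximal effect; 0% = DMSO wells and -100% = cell-free medium wells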
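In this qHTS, HT-1080 cells depleted of IDH1 are exposed for 48 h at 37 °C to compound titrations. Toxicity is scored from CellTiter-Glo luminescence, with DMSO as full viability and medium alone as none.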
The depositor's hits bear a star; i = inactive; ? = inconclusive; . = no result given; & = joins results of further samples; [ ] = remark or other dose. Unless noted, calls come from the whole dose curve; as a rule, active = well fitted curve in the direction sought with a large enough effect; inconclusive = small, poorly fitted or top-dose-only effect, or another doubt; inactive = no such curve, though single readings can be large; an effect the other way counts as inactive or inconclusive.

SMILES | HepG2 tox | SW480 rereplic | ATXN2 expr inh | ATXN viability | MCF10A rereplic | IL-1B inflam inh | KB-3-1 tox | HT1080-NT tox | HT1080 IDH1KD tx
Cc1ccc(CN2C(=O)CCC2C(=O)NCCCN2CCCCC2C)cc1 (configuration not stated) | -1% | -18% | 6% | i | -3% | -3 | 2% | 14% | 12%
COc1ccc(-c2csc3ncnc(N4CCN(S(=O)(=O)c5ccc(Cl)s5)CC4)c23)cc1 | 12% | -571%[inhibitor] | 5% | i | 4% | 52 | ? | -14% | -18%
O=C(N[C@@H](c1ccccc1)[C@@H]1C[C@H]1C(=O)O)OCc1ccccc1 | -38% | -1% | -9% | i | 4% | 7 | 0% | -5% | 3%
CCc1c(C)c(C#N)c2nc3ccccc3n2c1NC | -2% | -2% | 8% | i | 0% | 15 | -3% | -5% | -2%
Cc1cccc(-n2nnnc2SCC(=O)NCC2CCCO2)c1 (configuration not stated) | -4% | -2% | 1% | i | -1% | -7 | 7% | -2% | 0%
CSc1cccc(CNC(=O)C2CCC(=O)N(Cc3cccc(C(F)(F)F)c3)C2)c1 (configuration not stated) | -10% | -15% | 3% | i | 1% | -11 | 18% | -8% | -9%
c1ccc(-c2nnc(N3CCCC3)nc2-c2ccccc2)cc1 | -6% | 0% | -14% | i | 9% | 25 | 2% | 0% | -9%
CCN1CCN(C(=O)c2ccc3c(c2)N(Cc2ccc(Cl)cc2)C(=O)c2ccccc2S3=O)CC1 (configuration not stated) | -31% | . | -14% | i | . | . | 3% | . | .
Cc1ccc(NC(=O)CCN2CC(C)OC(C)C2)cc1C (configuration not stated) | -27% | 1% | 6% | i | -10% | 16 | 23% | 9% | 8%
Cc1cccc(N2CCN(C(=O)CCN3C(=O)C4C5C=CC(C5)C4C3=O)CC2C)c1 (configuration not stated) | -3% | 0% | . | i | -2% | -7 | -5% | -1% | -1%
CCOc1ccc(S(=O)(=O)N2CCC(C(=O)NCc3ccccc3CN3CCCC3)CC2)cc1 | -18% | ? | -17% | i | 23% | 0 | -12% | 2%[9.24 µM] | -2%
CC(=O)Nc1ccc(NC(=O)COC(=O)c2cc([N+](=O)[O-])ccc2N2CCOCC2)cc1 | 30% | -2% | -1% | ? | 4% | 12 | . | -4% | 1%
Cc1c(Cl)cccc1NC(=O)NCCCN1CCCC1=O | 4% | ? | 1% | i | 0% | -2 | 0% | -1% | 10%
CCN(CC(=O)Nc1c(F)cccc1F)C(=O)c1cc(S(=O)(=O)N(C)C)ccc1N1CCCC1 | 4% | -1% | 2% | i | 4% | -13 | 11% | 8% | -1%
COc1ccc(S(=O)(=O)N2CCOCC2)cc1C(C)C | -1% | -12% | 7% | i | 3% | -2 | 0% | -3% | -5%
Cc1ccc(-c2c3c(nc4sc(C(N)=O)c(N)c24)CCC3)cc1 | -33% | 24% | 0% | i | 12µM* | -19 | 22% | -21% | ?
Oc1ccc(C[C@H]2CN([C@@H](Cc3ccccc3)CN3CCCC3CN3C(=S)NC[C@@H]3Cc3ccccc3)C(=S)N2CC2CCCCC2)cc1 (some centres not stated) | . | . | -33% | ? | . | 11 | ? | -20% | -15%
O=C(O)CCCCCNC(=O)C(=O)C1C(=O)Nc2ccccc21 (configuration not stated) | -4% | -22% | 10% | i | 3% | 0 | 7% | 3% | 2%
COc1ccccc1N1CCN(C(=O)C2CCN(C(=O)c3ccccc3Cl)CC2)CC1 | -16% | -5% | -14% | i | -2% | 13 | 16% | 6% | -2%
O=S1(=O)c2ccccc2OC(COCc2ccccc2)CN1Cc1ccccc1 (configuration not stated) | -17% | 9% | -5% | i | ? | -11 | -4% | -2% | 1%
COc1cc(C)c(S(=O)(=O)n2c([N+](=O)[O-])cnc2C)cc1C | -2% | ? | 3% | i | -4% | 9 | -2% | 19% | 20%
CCN(CCNC(=O)C1CCN(c2nnc(-n3cccc3)s2)CC1)c1ccccc1 | -16% | -15% | -6% | i | 3% | -8 | -9% | 4% | -2%
N#CC[C@H](Cc1ccccc1)N1CC[C@@H](NC(=O)OCc2ccccc2)CCC1=O | 6%&-25% | 5% | 3% | i | 16% | 15 | 1%&17% | -2% | 0%
CCCCCCc1cc2cc(/C(N)=N/NC(=O)c3ccncc3)c(=O)oc2cc1O | -10% | 1.6µM* | 3% | i | 1.3µM* | -9 | -2% | -12% | -4%
CC1(C)CC(=O)C(C(C2=C(O)CC(C)(C)CC2=O)c2cccc(O)c2)C(=O)C1 (configuration not stated) | -1% | 0% | -8% | i | 6% | 13 | 3% | 14% | 0%
O=C(COC(=O)c1ccc(Cl)cc1O)NCCN1C(=O)CSC1=O | -19% | 7% | . | i | 0% | 7 | -3% | 0% | -7%
CCN(CC)c1ccc(/C=N/NC(=O)OC(C)(C)C)cc1 | -39% | -43%[inhibitor] | 43%[activator] | i | ? | . | 11% | 0% | ?
O=C(CSc1ccc2nnc(CCNC(=O)c3ccccc3)n2n1)NCc1ccco1 | -14% | -26% | 1% | i | -1% | i | ? | -4% | 3%
Cc1cccc(OCC(=O)NCc2ccncc2)c1C | 1% | -17% | 0% | i | 4% | 23 | -16% | 1% | 0%
COc1ccc(C(C)=O)cc1CN1C(=O)NC2(CCCC2)C1=O | 1% | 2% | -7%[11.3 µM] | i | 0% | 15 | 2% | -6% | 0%
COc1ccc(Cn2c(CCC(=O)NCc3ccco3)nc3cccnc32)cc1 | -6% | -3% | 9% | i | -2% | 12 | 7% | -6% | 3%
COc1cc2c(=O)n(Cc3ccco3)c(=O)n(CC(=O)Nc3ccc(F)cc3)c2cc1OC | 1% | . | 3% | i | . | . | -6% | . | .
Cc1onc(-c2c(F)cccc2Cl)c1C(=O)O/N=C(\N)c1ccc([N+](=O)[O-])o1 | -43% | 103% | -10% | i | ? | . | -3% | -18% | 12µM*
CC(=O)NCCOc1c(C)cc(S(N)(=O)=O)cc1C | -8% | ? | -19% | i | 5% | 31 | 10% | -3% | -1%
COCCNc1nc(C)cc(-c2cc(-c3ccc(Cl)cc3)on2)n1 | 6% | 3% | 6% | i | 0% | -3 | 5% | 16% | 8%
N#CCc1ccc(NC(=O)c2ccccc2C(=O)Nc2ccc(CC#N)cc2)cc1 | 5% | 5% | -28% | ? | -1% | -12 | 16% | 11% | 15%

Some of these compounds in order of count of non-hydrogen atoms, high to low:
SMILES | HepG2 tox | SW480 rereplic | ATXN2 expr inh | ATXN viability | MCF10A rereplic | IL-1B inflam inh | KB-3-1 tox | HT1080-NT tox | HT1080 IDH1KD tx
CC1(C)CC(=O)C(C(C2=C(O)CC(C)(C)CC2=O)c2cccc(O)c2)C(=O)C1 (configuration not stated) | -1% | 0% | -8% | i | 6% | 13 | 3% | 14% | 0%
COCCNc1nc(C)cc(-c2cc(-c3ccc(Cl)cc3)on2)n1 | 6% | 3% | 6% | i | 0% | -3 | 5% | 16% | 8%
COc1ccc(C(C)=O)cc1CN1C(=O)NC2(CCCC2)C1=O | 1% | 2% | -7%[11.3 µM] | i | 0% | 15 | 2% | -6% | 0%
Cc1cccc(OCC(=O)NCc2ccncc2)c1C | 1% | -17% | 0% | i | 4% | 23 | -16% | 1% | 0%

Continued:
SMILES | HepG2 tox | SW480 rereplic | ATXN2 expr inh | ATXN viability | MCF10A rereplic | IL-1B inflam inh | KB-3-1 tox | HT1080-NT tox | HT1080 IDH1KD tx
CCCOc1ccc(F)cc1-c1cc(C(=O)Nc2cc(OC)ccc2OC)[nH]n1 | -38% | . | -18% | i | . | 9 | 0% | ? | -17%
Cc1ccc(S(=O)(=O)NCCC(=O)N2CCOCC2)cc1C | -1% | -6% | 4% | ? | 0% | 16 | 2% | 3% | 2%
CCOC(=O)Cc1csc(N/N=C\c2ccccc2OC)n1 | -12% | 8% | . | i | 10% | 39 | 4% | -17% | -10%
CC(=O)NNC(=O)CSc1nnc(-c2ccccc2)c(-c2ccccc2)n1 | -1% | 3% | . | i | 9% | -5 | -3% | 5% | 14%
CCCCC[C@H](C)N1C[C@H](COCc2ccccc2)Oc2cc(N3CCC[C@H]3COC)ccc2S1(=O)=O | . | . | 2% | i | . | 0 | -16% | -5% | -18%
O=C(c1ccccc1)N1CCCC(C(=O)N2CCCCC2)C1 (configuration not stated) | -13% | -9% | . | i | -5% | -18 | 0% | 6% | -2%
COc1ccc(-n2ccnc(NCc3ccccc3Cl)c2=O)cc1OC | 5% | . | 8% | ? | . | . | 6% | . | .
CCCCOc1ccc(-c2cc(C(=O)NNC(=S)NCC)c3ccccc3n2)cc1 | 8.9µM* | 4% | ? | ? | 41% | ? | 7.3µM* | 18µM* | ?
S=c1[nH]ncc2ccccc12 | -5% | 10% | 5% | i | -2% | 0 | 2% | ? | ?
O=C(COC(=O)/C=C/c1cccc(F)c1)Nc1ccc2[nH]c(=O)[nH]c2c1 | 1% | 0% | 7% | i | -3% | -10 | 18% | 14% | 10%
COc1ccc(CNC(=O)Cc2c(C)c3c(O)cc(C)cc3oc2=O)cc1 | 2% | . | 12% | i | . | . | -5% | . | .
CCOC(=O)[C@]12CCC=C1N(Cc1cccc3ccccc13)C(=O)[C@H](CC(=O)N1CCN(C(=O)c3ccco3)CC1)C2 | . | . | -8% | ? | . | ? | ? | -19% | -13%
COc1ccc(-c2cc(-c3ccc4c(c3)NC(=O)CO4)nc3c2COc2ccc(C)cc2-3)cc1 | 2% | . | 4% | i | . | . | 1% | . | .
Cc1ccc(/C=C2/NC(=O)N(Cc3ccc(Br)cc3)C2=O)o1 | -26% | ? | -12% | i | 16µM* | -9 | -1% | -9% | 2%

Screening data: PubChem BioAssay, National Center for Advancing Translational Sciences (NCATS)
